From PubChem
CXCR6 block = CXCR6 (human) receptor inhibition. CHO-K1 PathHunter CXCR6 beta-arrestin, luminescence. inhibition, % at 20 µM. 360,000 tested, 0.36% active; in the data active means inhibition above about 34%, passing the limit was not always enough;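 further: antagonist mode with CXCL16 agonist at 10 nM final; 0% = 10 nM CXCL16 with DMSO and 100% = unstimulated wells without agonist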
Target sequence (O00574 whole entry, looked up): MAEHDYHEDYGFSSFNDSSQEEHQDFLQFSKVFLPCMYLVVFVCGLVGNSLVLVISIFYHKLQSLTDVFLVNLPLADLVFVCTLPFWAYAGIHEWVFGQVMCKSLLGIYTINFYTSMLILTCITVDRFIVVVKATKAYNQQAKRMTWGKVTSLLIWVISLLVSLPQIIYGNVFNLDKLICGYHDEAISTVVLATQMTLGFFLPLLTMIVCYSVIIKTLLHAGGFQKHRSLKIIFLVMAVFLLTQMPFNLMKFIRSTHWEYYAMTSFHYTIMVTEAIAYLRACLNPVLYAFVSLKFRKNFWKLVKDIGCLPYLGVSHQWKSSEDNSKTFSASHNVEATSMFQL
CCR6 antag = CCR6 (human) receptor antagonism. inhibition, % at 20 µM. CHO-K1 CCR6 PathHunter beta-arrestin, luminescence, CCL20-stimulated. P51684. 340,000 tested, 0.49% active;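 active means compounds whose inhibition of the agonist-driven luminescence signal at 20 µM reaches about 50%, limit read from the data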;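 further: cells stimulated with CCL20 at 14 nM final; plate controls were DMSO with CCL20 for no effect and DMSO without agonist for full effect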
APJ ag = APJ receptor agonism; 330,000 tested, 0.11% active; P35414; activation, % at 20 µM; AID 2520; CHO-K1 APJ PathHunter beta-arrestin, luminescence; 0% DMSO wells, 100% apelin;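 active means activation more than six SD over the plate average, tested at 20 µM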;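 further: 0% = DMSO alone and 100% = apelin-13 at 10 nM; some results filed as inactive read as strong as hits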
Target sequence (P35414 whole entry, looked up): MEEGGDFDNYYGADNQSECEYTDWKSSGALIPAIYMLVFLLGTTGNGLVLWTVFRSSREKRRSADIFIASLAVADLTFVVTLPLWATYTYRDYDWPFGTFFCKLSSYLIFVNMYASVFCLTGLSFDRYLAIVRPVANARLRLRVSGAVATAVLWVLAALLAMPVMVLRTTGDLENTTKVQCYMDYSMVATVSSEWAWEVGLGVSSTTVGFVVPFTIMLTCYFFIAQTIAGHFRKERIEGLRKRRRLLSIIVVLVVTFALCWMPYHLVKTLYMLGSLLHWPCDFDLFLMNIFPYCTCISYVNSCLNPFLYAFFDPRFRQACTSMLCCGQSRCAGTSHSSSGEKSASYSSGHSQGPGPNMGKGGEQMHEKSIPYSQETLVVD
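Assay system: engineered CHO-K1 APJ arrestin reporter cells; Amount: 1000 CHO-K1 reporter cells seeded per well; Dosing: one dose, 20 µM compound, 1% DMSO; Times: compound stimulation 90 min at 25 °C, detection 60 min; Measured by: luminescent beta-gal fragment complementation, chemiluminescent substrate; Read-out: APJ–arrestin association signal; Controls: DMSO vs Apelin-13 10 nM.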
XBP1 UPR activ = activators of adaptive arm of unfolded protein response (XBP1) | 330,000 tested, 0.33% active | activation, % at 20 µM | CHO-XBP1 luciferase reporter, IRE1-XBP1 UPR activation, luminescence; percent of tunicamycin response, DMSO as zero;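 active means versus positive control, 20 µM dose yields 30% or more activation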;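 further: 100% = tunicamycin at 10 µg/mL and 0% = DMSO only wells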
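incubation = overnight seeding at 37 °C, 6 h compound treatment at 37 °C | assay system = CHO-XBP1 cells stably carrying IRE1-XBP1-driven luciferase reporter | input = 1000 cells per well | detection = luciferase luminescence | dosing = single point, 20 µM final compound, 1% DMSO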
tim23-1 inh = tim23-1 yeast growth inhibition. AID 463212. S. cerevisiae tim23-1 growth, BacTiter-Glo luminescence, 24 h. inhibition, % at 20 µM. 330,000 tested, 1.3% active;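 active means growth inhibition of the mutant yeast at or above 50%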;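 further: temperature-sensitive mutant grown at 25 °C; plate controls were DMSO-treated mutant yeast for no effect and medium wells lacking yeast for full effect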
UPR CHOP act = apoptotic UPR (CHOP) activation; CHO-CHOP luciferase reporter, luminescence; percent of tunicamycin response over DMSO baseline; AID 449763; activation, % at 10 µM; 330,000 tested, 0.34% active;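 active means at 10 µM dose, activation of 40% or more, normalized to positive control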;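 further: 100% = tunicamycin at 10 µg/mL and 0% = DMSO alone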
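System: CHO-CHOP luciferase reporter cell line; amount: 500 cells/well; buffer or medium: F12 medium containing 10% fetal bovine serum; incubation: 6 h compound exposure at 37 °C after overnight seeding; measured by: luciferase luminescence after 10 min with Steady-Glo reagent; evaluation: % reporter activation, DMSO baseline versus tunicamycin full activation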
Mdm2-MdmX inh = human Mdm2/MdmX binding inhibition; SaOS-2 split-luciferase Mdm2/MdmX complementation, luminescence; AID 485346; inhibition, % at 8 µM; 330,000 tested, 3% active;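 active means inhibition of at least 50% at 8 µM in the primary screen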
APJ antag = APJ receptor antagonism | P35414 | CHO-K1 APJ beta-arrestin complementation, luminescence | inhibition, % at 20 µM | 330,000 tested, 0.32% active;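 active means inhibition above about 40% at 20 µM, limit read from the data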;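 further: cells challenged with 10 nM apelin-13 agonist together with compound; plate controls were apelin-13 plus DMSO wells for no effect and DMSO wells lacking apelin-13 for full effect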
EBI2 antag = blocks human EBI2 receptor beta-arrestin signaling | EBI2 beta-arrestin recruitment, luminescence, 7a,25-OHC stimulated | P32249 | 360,000 tested, 0.81% active | inhibition, % at 5 µM | AID 651636; in the data active means inhibition above about 38%;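 further: enzyme fragment complementation signal reports receptor beta-arrestin coupling in cells; 0% = agonist plus DMSO wells and 100% = wells without agonist; some results beyond the cut were filed as inactive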
* = called active by the depositor.

Screening O=C(Nc1ccnc(-c2ccncc2)n1)c1ccc(F)cc1 returned CXCR6 block -2, CCR6 antag -2, APJ ag -3, XBP1 UPR activ 2, tim23-1 inh -9, UPR CHOP act -0.5, Mdm2-MdmX inh -3, APJ antag -12 and EBI2 antag 2.
Screening Cc1nc2scc(C)n2c(=O)c1S(=O)(=O)Nc1ccc(N2CCN(S(C)(=O)=O)CC2)cc1 returned CXCR6 block 2, CCR6 antag 5, APJ ag 1, XBP1 UPR activ -1, tim23-1 inh -7, UPR CHOP act 0.0, Mdm2-MdmX inh 21, APJ antag 9 and EBI2 antag -1.
For CCC(=O)Nc1ccc(NC(=O)c2oc3ccccc3c2C)cc1 the results were CXCR6 block -2, CCR6 antag -9, APJ ag 3, XBP1 UPR activ -6, tim23-1 inh 27, UPR CHOP act 0.2, Mdm2-MdmX inh 19, APJ antag 7 and EBI2 antag 4.
For COc1ccccc1/C=C/C(=O)Nc1cccnc1 the results were CXCR6 block -8, CCR6 antag 7, APJ ag 1, XBP1 UPR activ -4, tim23-1 inh 6, UPR CHOP act 1.0, Mdm2-MdmX inh -22, APJ antag -15 and EBI2 antag -5.
Screening COc1ccc(/[N+]([O-])=C/c2ccco2)cc1 returned CXCR6 block 3, CCR6 antag -3, APJ ag 0, XBP1 UPR activ 5, tim23-1 inh -8, UPR CHOP act 2.5, Mdm2-MdmX inh -23, APJ antag 6 and EBI2 antag -3.
CCCCOC(=O)CSC(=S)N(C)Cc1cccs1 was read as CXCR6 block 9, CCR6 antag 19, APJ ag -3, XBP1 UPR activ -2, tim23-1 inh 11, UPR CHOP act -1.0, Mdm2-MdmX inh -23, APJ antag -2 and EBI2 antag -3.
COc1ccc2nc(NC(=O)CSCC(=O)Nc3cc(C)on3)sc2c1 was read as CXCR6 block 15, CCR6 antag 4, APJ ag 3, XBP1 UPR activ 6, tim23-1 inh 7, UPR CHOP act 2.0, Mdm2-MdmX inh 2, APJ antag 4 and EBI2 antag -1.
Screening COc1ccc(Cc2nnc(NC(=O)c3ccco3)s2)cc1OC returned CXCR6 block -8, CCR6 antag 9, APJ ag 7, XBP1 UPR activ 3, tim23-1 inh 21, UPR CHOP act 2.1, Mdm2-MdmX inh -3, APJ antag 2 and EBI2 antag 3.
NC(=S)NNc1ccc(Cl)c(Cl)c1 was read as CXCR6 block -4, CCR6 antag -10, APJ ag 2, XBP1 UPR activ -2, tim23-1 inh 36, UPR CHOP act -1.7, Mdm2-MdmX inh 3, APJ antag -12 and EBI2 antag 8.
For COc1ccc(C(=O)O)cc1S(=O)(=O)N(C)CCc1cccnc1 the results were CXCR6 block 12, CCR6 antag -5, APJ ag -2, XBP1 UPR activ -1, tim23-1 inh -8, UPR CHOP act -0.1, Mdm2-MdmX inh 25, APJ antag -14 and EBI2 antag -4.
CC(=O)c1ccc(Nc2nc(NCCO)nc(OC(C(F)(F)F)C(F)(F)F)n2)cc1 was read as CXCR6 block -7, CCR6 antag -12, APJ ag 3, XBP1 UPR activ -1, tim23-1 inh 0, UPR CHOP act -1.1, Mdm2-MdmX inh 16, APJ antag 11 and EBI2 antag 1.
Cc1cc(C(=O)OCC(=O)c2cccs2)ccc1[N+](=O)[O-] was read as CXCR6 block -2, CCR6 antag -1, APJ ag -1, XBP1 UPR activ 1, tim23-1 inh 14, UPR CHOP act 1.3, Mdm2-MdmX inh 6, APJ antag 0 and EBI2 antag 2.
O=C(O)CCCCCN1C(=O)C(O)=C(C(=O)/C=C/c2ccccc2)C1c1ccc2c(c1)OCO2 (configuration not stated) was read as CXCR6 block 4, CCR6 antag 8, APJ ag -4, XBP1 UPR activ 0, tim23-1 inh -11, UPR CHOP act 0.2, Mdm2-MdmX inh 8, APJ antag -13 and EBI2 antag 18.
`OCCOCCn1c(C(CO)Nc2nc(-c3ccccc3Br)cs2)nc2ccccc21` (configuration not stated) gave CXCR6 block -6, CCR6 antag 8, APJ ag -2, XBP1 UPR activ -1, tim23-1 inh 5, UPR CHOP act 0.8, Mdm2-MdmX inh 21, APJ antag -91 and EBI2 antag 5.
Screening O=C(N[C@@H](Cc1ccccc1)C(=O)OCc1ccccc1)c1nc[nH]c1C(=O)N[C@@H](Cc1ccccc1)C(=O)OCc1ccccc1 returned CXCR6 block -3, CCR6 antag 5, APJ ag 5, XBP1 UPR activ -3, tim23-1 inh 11, UPR CHOP act -1.0, Mdm2-MdmX inh 2, APJ antag 3 and EBI2 antag -29.
COc1ccccc1NC(=O)COC(=O)C1CC2CCCC(C1)C2=O (configuration not stated) was read as CXCR6 block -3, CCR6 antag 9, APJ ag 0, XBP1 UPR activ 1, tim23-1 inh 14, UPR CHOP act 0.3, Mdm2-MdmX inh 21, APJ antag -1 and EBI2 antag 3.
For C=CCNC(=S)/C(=C(/[O-])c1ccc([N+](=O)[O-])cc1)[n+]1ccccc1 the results were CXCR6 block -11, CCR6 antag 10, APJ ag 2, XBP1 UPR activ 0, tim23-1 inh 18, UPR CHOP act -1.0, Mdm2-MdmX inh -18, APJ antag -33 and EBI2 antag -1.
Screening Cc1ccccc1NC(=O)NCCCCc1ccccc1 returned CXCR6 block 4, CCR6 antag 5, APJ ag 1, XBP1 UPR activ -3, tim23-1 inh -1, UPR CHOP act 3.1, Mdm2-MdmX inh -1, APJ antag 1 and EBI2 antag 6.
`CCN1CCCC1CNC(=O)CSc1cc(=O)n(C)c2cc(Cl)ccc12` (configuration not stated) gave CXCR6 block 5, CCR6 antag 6, APJ ag -2, XBP1 UPR activ 2, tim23-1 inh 3, UPR CHOP act -1.0, Mdm2-MdmX inh 6, APJ antag 10 and EBI2 antag -7.
Cc1nc(NCCN)c(C#N)c2c1COC(C)(C)C2 was read as CXCR6 block -2, CCR6 antag -1, APJ ag -2, XBP1 UPR activ -2, tim23-1 inh -2, UPR CHOP act -1.1, Mdm2-MdmX inh 13, APJ antag -18 and EBI2 antag -1.

3 entries drawn at random from the list so far:
Screening Cc1ccccc1NC(=O)NCCCCc1ccccc1 returned CXCR6 block 4, CCR6 antag 5, APJ ag 1, XBP1 UPR activ -3, tim23-1 inh -1, UPR CHOP act 3.1, Mdm2-MdmX inh -1, APJ antag 1 and EBI2 antag 6.
`OCCOCCn1c(C(CO)Nc2nc(-c3ccccc3Br)cs2)nc2ccccc21` (configuration not stated) gave CXCR6 block -6, CCR6 antag 8, APJ ag -2, XBP1 UPR activ -1, tim23-1 inh 5, UPR CHOP act 0.8, Mdm2-MdmX inh 21, APJ antag -91 and EBI2 antag 5.
Screening O=C(Nc1ccnc(-c2ccncc2)n1)c1ccc(F)cc1 returned CXCR6 block -2, CCR6 antag -2, APJ ag -3, XBP1 UPR activ 2, tim23-1 inh -9, UPR CHOP act -0.5, Mdm2-MdmX inh -3, APJ antag -12 and EBI2 antag 2.

(listing goes on)
`O=[N+]([O-])c1ccc(N2CCN(S(=O)(=O)c3ccc4ccccc4c3)CC2)cc1NCc1ccco1` gave CXCR6 block 0, CCR6 antag -7, APJ ag -3, XBP1 UPR activ -2, tim23-1 inh -1, UPR CHOP act -0.1, Mdm2-MdmX inh -6, APJ antag 6 and EBI2 antag 5.
`O=C(Nc1ccc(F)cc1)c1cccc(N2C(=O)c3ccccc3C2=O)c1` gave CXCR6 block 0, CCR6 antag 14, APJ ag 1, XBP1 UPR activ -3, tim23-1 inh -3, UPR CHOP act -1.7, Mdm2-MdmX inh 13, APJ antag 7 and EBI2 antag 1.
For CCC1Sc2ccc(S(=O)(=O)CCC(=O)Nc3cc(C)ccn3)cc2NC1=O (configuration not stated) the results were CXCR6 block 4, CCR6 antag 5, APJ ag -3, XBP1 UPR activ -2, tim23-1 inh 11, UPR CHOP act -0.5, Mdm2-MdmX inh 10, APJ antag 8 and EBI2 antag -3.
`Cc1cc(C)cc(NC(=O)CN2CCC(NC(=O)c3ccccc3F)CC2)c1` gave CXCR6 block 5, CCR6 antag 2, APJ ag -1, XBP1 UPR activ -2, tim23-1 inh -4, UPR CHOP act 1.0, Mdm2-MdmX inh 3, APJ antag 10 and EBI2 antag -5.
For O=C(NC1CCCCC1)C(c1ccccc1)N1CCCC1 (configuration not stated) the results were CXCR6 block -2, CCR6 antag -2, APJ ag -9, XBP1 UPR activ -2, tim23-1 inh 1, UPR CHOP act -1.4, Mdm2-MdmX inh 10, APJ antag 9 and EBI2 antag 0.
`COC(=O)c1nc(-c2ccccc2)n[nH]1` gave CXCR6 block 7, CCR6 antag 6, APJ ag 0, XBP1 UPR activ -1, tim23-1 inh 4, UPR CHOP act 0.5, Mdm2-MdmX inh 12, APJ antag -3 and EBI2 antag -1.
COc1ccc(OC(C)C(=O)NCc2cccnc2)cc1 (configuration not stated) was read as CXCR6 block 1, CCR6 antag -6, APJ ag -1, XBP1 UPR activ -1, tim23-1 inh 8, UPR CHOP act 0.1, Mdm2-MdmX inh 6, APJ antag 13 and EBI2 antag 3.
`COc1cccc(C2NC(=O)NC(O)(C(F)(F)F)C2C(=O)c2cccnc2)c1OC` (configuration not stated) gave CXCR6 block -3, CCR6 antag -24, APJ ag -4, XBP1 UPR activ 0, tim23-1 inh 3, UPR CHOP act 0.0, Mdm2-MdmX inh -10, APJ antag 0 and EBI2 antag -6.
For CCCCn1nc(NC(=O)COC)c2cc3ccc(C)cc3nc21 the results were CXCR6 block -5, CCR6 antag 9, APJ ag -4, XBP1 UPR activ 0, tim23-1 inh 17, UPR CHOP act -2.1, Mdm2-MdmX inh 14, APJ antag 6 and EBI2 antag 5.
COc1cc(C2NC(=O)NC(C)=C2C(=O)OCc2ccccc2)ccc1O (configuration not stated) was read as CXCR6 block 5, CCR6 antag 3, APJ ag -4, XBP1 UPR activ 0, tim23-1 inh -3, UPR CHOP act 0.5, Mdm2-MdmX inh -13, APJ antag -9 and EBI2 antag -11.
For O=C(O)c1cc(O)ccc1N=Nc1ccccc1 the results were CXCR6 block 3, CCR6 antag 3, APJ ag -6, XBP1 UPR activ 4, tim23-1 inh 0, UPR CHOP act 6.7, Mdm2-MdmX inh 1, APJ antag 12 and EBI2 antag -4.
Cn1nc([N+](=O)[O-])nc1Oc1ccccc1F was read as CXCR6 block 5, CCR6 antag 5, APJ ag 0, XBP1 UPR activ -3, tim23-1 inh 30, UPR CHOP act -0.9, Mdm2-MdmX inh -18, APJ antag -34 and EBI2 antag -6.
Screening O=C(N/N=C\C=C\c1ccc([N+](=O)[O-])o1)c1cccs1 returned CXCR6 block 9, CCR6 antag 10, APJ ag 0, XBP1 UPR activ -1, tim23-1 inh 13, UPR CHOP act 1.3, Mdm2-MdmX inh -15, APJ antag -7 and EBI2 antag 0.

Not all compounds are listed; count on the stated rates, not on these rows.
